Kir21 block – inhibitors of mouse Kir2.1 inward-rectifier potassium channel. P35561. HEK293-Kir2.1, FluxOR thallium flux fluorescence; hits give low values. B-score at 10 µM. hit rate 0.85% among 310,000. AID 1672;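 active means fluorescence ratio B-score at or below minus 3 SD of library scores, with starting-brightness B-score within 2 SD, cut at about -4.2 in these data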;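 further: channel flux triggered by added potassium and thallium sulfate stimulus; B-score of peak minus minimum fluorescence over baseline after thallium stimulus; more negative B-score means stronger Kir2.1 block with less thallium influx; some compounds called inactive have numbers as strong as hits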
Target sequence (P35561 whole entry, looked up): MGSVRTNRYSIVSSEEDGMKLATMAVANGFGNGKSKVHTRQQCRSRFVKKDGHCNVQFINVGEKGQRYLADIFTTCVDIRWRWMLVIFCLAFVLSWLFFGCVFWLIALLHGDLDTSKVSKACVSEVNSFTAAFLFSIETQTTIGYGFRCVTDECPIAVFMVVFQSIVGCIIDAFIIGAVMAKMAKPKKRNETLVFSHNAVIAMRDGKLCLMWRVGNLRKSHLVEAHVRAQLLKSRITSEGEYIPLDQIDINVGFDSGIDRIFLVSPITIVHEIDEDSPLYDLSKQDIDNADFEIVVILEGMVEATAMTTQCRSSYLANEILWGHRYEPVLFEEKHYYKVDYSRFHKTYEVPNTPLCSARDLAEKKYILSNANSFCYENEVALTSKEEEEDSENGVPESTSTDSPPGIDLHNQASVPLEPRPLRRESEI
STK33 kinase inh – inhibitors of human STK33 kinase; Q9BYT3; purified STK33, MBP phosphorylation, ADP-Glo luminescence; inhibition, % at 10 µM; hit rate 0.073% among 320,000;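 active means inhibition at or above 25%, using the most active replicate where run in duplicate; inactive means inhibition below 25%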
Target sequence (Q9BYT3 whole entry, looked up): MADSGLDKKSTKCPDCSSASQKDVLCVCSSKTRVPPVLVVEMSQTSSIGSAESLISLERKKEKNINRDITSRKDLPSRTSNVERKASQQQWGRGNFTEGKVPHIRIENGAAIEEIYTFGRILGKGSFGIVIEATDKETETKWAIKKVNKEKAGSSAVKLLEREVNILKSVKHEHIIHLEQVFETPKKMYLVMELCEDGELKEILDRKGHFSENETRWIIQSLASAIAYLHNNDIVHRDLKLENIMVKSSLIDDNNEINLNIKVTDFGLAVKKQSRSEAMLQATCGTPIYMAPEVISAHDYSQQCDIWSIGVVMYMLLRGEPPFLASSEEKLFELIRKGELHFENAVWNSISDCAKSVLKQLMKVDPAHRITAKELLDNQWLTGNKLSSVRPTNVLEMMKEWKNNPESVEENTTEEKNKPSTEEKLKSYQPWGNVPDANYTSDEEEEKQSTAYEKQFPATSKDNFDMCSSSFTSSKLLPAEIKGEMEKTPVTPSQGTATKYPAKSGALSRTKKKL
* marks the source's active call; other numbers are inactive results; / = no result given.

SMILES	Kir21 block	STK33 kinase inh
OCCN(Cc1ccccc1)CC(O)COc1ccc(-c2ccccc2)cc1 (stereo not given)	-0.93	0.0
COc1ccc(OC)c(N(CC(=O)NC2CC2)S(=O)(=O)c2ccc(C)cc2)c1	0.81	0.8
Cc1ccc(-c2csc(Nc3ccccc3)[n+]2CCc2ccccc2)cc1	1.4	-0.7
Cc1cc(C(=O)N/N=C/c2c(C)nn(-c3ccccc3)c2C)n[nH]1	1.8	-0.5
CC(C)CCN(CC(=O)NC1CCCC1)C(=O)C(=O)Nc1ccc2c(c1)OCCO2	1.7	-0.2
Cc1c(OCC(=O)NCCCn2ccnc2)ccc2c3c(c(=O)oc12)CCC3	-0.45	-0.3
CCC(C)n1[nH]c(=O)c2c(C)cc(C)nc21 (stereo not given)	0.22	-0.1
O=C(CSc1nccn1-c1ccccc1)Nc1ccc2c(c1)OCO2	0.95	0.2
CC(C)N(Cc1cc2ccccc2[nH]c1=O)C(=O)C(C)(C)C	-1.1	-3.2
COc1ccc(Cl)cc1NC(=O)C1Cc2ccccc2CN1S(C)(=O)=O (stereo not given)	-0.13	2.5
CCOC(=O)N1C(=O)[C@@](c2ccc(Cl)cc2)(C(C)C)N1C(=O)OCC	0.02	-1.4
O=C(Nc1nnc(SCC(=O)N2CCCc3ccccc32)s1)c1cccc2ccccc12	1	-1.1
CCN(CC)S(=O)(=O)c1ccc(/C=C/C(=O)Nc2ccc(Br)cc2F)cc1	-0.32	-0.5
CN1CCN(C(=S)NC(CC(=O)c2ccccc2)c2ccccc2)CC1 (stereo not given)	0.01	-0.1
CC1CCCC(C)N1C(=O)CSc1nnnn1-c1cccc2c1CCCC2 (stereo not given)	-0.09	0.7
CC(=O)NCCc1ccc(S(=O)(=O)N2CCCC2)cc1	1.2	5.0
COc1cccc(Cl)c1NC(=O)N1CCc2c([nH]c3ccccc23)C1C(F)(F)F (stereo not given)	1.9	-0.5
CC1CCCN(C(=O)COC(=O)CNS(=O)(=O)c2ccc3ccccc3c2)C1 (stereo not given)	-1.4	-1.4
Cc1cccc(NC(=O)CSc2cn[nH]n2)c1	-0.32	2.0
CCc1nc(Nc2cccc(O)c2)c2oc3ccccc3c2n1	1.4	5.0
Cc1ccc(S(=O)(=O)c2cn(Cc3ccc(F)cc3)c3cc4c(cc3c2=O)OCO4)cc1	-1.6	0.6
Cc1cccc(Cl)c1NC(=S)NN	-0.52	-0.9
O=C(O)C1CCCN1S(=O)(=O)c1cccc2nsnc12 (stereo not given)	2	-0.3
Cn1nc(C(F)(F)F)c(C(=O)Nc2ccc(F)cc2F)c1Oc1cccc(Cl)c1	0.81	0.1
CC(C)CC1Nc2ncnc(N3CCCCC3)c2N(Cc2ccccc2)C1=O (stereo not given)	-2.1	0.2
CN(Cc1ccccc1)C(=O)CCS(=O)(=O)c1cc2c(cc1Cl)NC(=O)CO2	0.32	-0.7
CCCn1c(SCCN2CCOCC2)nc2c1c(=O)n(C)c(=O)n2C	-1.9	-0.9
Cc1ccc(OCCOCCN2CCCCC2)c([N+](=O)[O-])c1	0.03	-0.2
O=C(Nc1ccc(Cl)c(Cl)c1)N1CCSC1c1ccco1 (stereo not given)	-0.39	-2.7
Cc1ccc2cc(C#N)c(N3CCCN(S(=O)(=O)c4ccccc4)CC3)nc2c1	1.3	0.3
O=C1COc2ccc(C(=O)COC(=O)/C=C/c3ccc(Br)o3)cc2N1	-0.33	6.4
CCCCCC(=O)N1CCCCC1	0.72	-1.2
c1ccc(CCn2nnnc2C(c2cccnc2)N2CCN(c3nc4ccccc4s3)CC2)cc1 (stereo not given)	-0.09	-0.4
O=C(COC(=O)c1cccnc1Cl)c1cccc(Cl)c1	0.37	0.3
Cc1cc(NS(=O)(=O)c2ccc(Cl)cc2)nn1CC(=O)NCc1ccco1	-0.22	-0.8
Cc1c(Cc2ccccc2)c(=O)oc2c(C)c(OCc3nn[nH]n3)ccc12	/	-2.3
CC(C)(c1ccccc1)c1ccc(OCCCN2CCNCC2)cc1	-5.8*	-0.7
CCc1ccc(S(=O)(=O)NCCc2cn3ccsc3n2)s1	2.9	0.7
Cc1nnc(SCC(=O)Nc2ccc(N3CCOCC3)cc2)o1	0.8	-2.0
O=C(CC1SC(=O)N(c2ccccc2)C1=O)Nc1ccccc1 (stereo not given)	-0.2	1.2
COc1ccc(C2=CC(c3ccc(OC)c(OC)c3)NC(=S)N2)cc1 (stereo not given)	0.47	-4.6
c1ccc2c(c1)OCC(c1nnc3sc(-c4cnccn4)nn13)O2 (stereo not given)	0.97	-2.7
COc1ccc(C(=O)/C=C/C(=O)N(CC(=O)NC2CCCCC2)Cc2ccc(F)cc2)c(O)c1	-0.74	/
Cc1ccc(O)c(NC(=O)c2noc3c2CCCCC3)c1	1.6	2.4
O=C1Cc2ccccc2C(c2ccccc2)N1 (stereo not given)	-0.04	0.7
CCOc1ccc(NC(=O)Cn2c(=O)n(CC3CCCO3)c(=O)c3ccccc32)cc1 (stereo not given)	3.5	-0.1
COc1ccccc1CN1CC(C(=O)NCC2CCCO2)CC1=O (stereo not given)	0.13	0.4
O=C(c1ccc2nccnc2c1)N1CCCC(Nc2ccc(F)c(F)c2)C1 (stereo not given)	0.91	-0.6
CCOC(=O)c1oc2ccccc2c1NC(=O)c1cccs1	1.5	0.0
COc1ccc(-n2cnc3cc(NC(=O)c4ccco4)ccc32)cc1	2	0.6
Cc1ccc(NC(=O)C2CC(=O)N(Cc3ccccc3)C2)nc1 (stereo not given)	-2.1	-0.4
O=c1nc(/C=C/c2ccc(O)c(O)c2)oc2ccccc12	0.56	/
COc1cccc(CNC(=O)CN2C(=O)COc3ccc(S(=O)(=O)N4CCCC4)cc32)c1	0.75	0.7
Cc1c(Nc2scc(-c3ccccc3)[n+]2-c2ccccc2)c(=O)n(-c2ccccc2)n1C	-0.5	-0.9
CCOC(=O)N1CCN(CC(O)COC(CC)c2ccccc2)CC1 (stereo not given)	-1.4	-2.8
O=C(O)c1cc2nc3c(c(C(F)(F)F)n2n1)CCCC3	-0.78	-3.2
O=C(CN1C(=O)CCSc2ccc(S(=O)(=O)N3CCOCC3)cc21)Nc1cccc(F)c1	0.07	0.2
COc1ccc(CC(NC(C)=O)C(=O)NC2CCN(S(=O)(=O)c3ccc(NC(C)=O)cc3)CC2)cc1OC (stereo not given)	-0.13	-1.7
Cc1oc2cc3oc(=O)c(CC(=O)O)c(C)c3cc2c1-c1ccccc1	-0.9	0.3
CC(C)[C@H](NC(=O)OCc1ccccc1)C(=O)OCC(=O)N1CCN(c2ccc(F)cc2)CC1	/	-1.8
Next section.
SMILES	Kir21 block	STK33 kinase inh
CCN(CC)CCN1C(=O)c2ccccc2NC1c1ccc(C)cc1 (stereo not given)	0.45	-1.5
CCn1c(O)c(/C=N/N=C/c2ccc(OC)cc2)c2cc(C3=NNC(=O)CC3)ccc21	-0.05	-1.1
COc1ccc(-c2cc(C(F)F)n3ncc(C(=O)N4CCN(C(=O)c5ccco5)CC4)c3n2)cc1	0.5	0.3
CC1CCN(c2ccc3nnc(CCC(=O)N4CCCCC4)n3n2)CC1	-0.4	-0.6
Cc1ccc(C(=O)CC2(O)C(=O)N(C)c3ccc(Br)cc32)c(C)c1 (stereo not given)	-2.4	-1.2
Cc1cccc2cc(C#N)c(SCc3nnc(-c4ccccc4[N+](=O)[O-])o3)nc12	-0.02	-1.2
CC1(C)CC(=O)c2sc(NS(=O)(=O)c3ccc([N+](=O)[O-])cc3)nc2C1	-0.2	1.1
CC(=O)NNc1ncnc2c1cnn2-c1ccc(C)c(Cl)c1	1.5	2.0
Cc1ccc(-c2nc(NC(=O)CSc3nnc4scc(-c5ccccc5)n34)ns2)cc1	1.3	0.0
Cc1ccc(NC(=O)CCNC(=O)c2ccc(Cl)cc2)nc1	0.31	-0.9
COc1ccc(CCNC(=O)CN(Cc2ccc(Cl)cc2)S(C)(=O)=O)cc1OC	-0.29	-2.2
O=C(N/N=C/c1ccc2ncccc2c1)c1ccco1	-0.11	3.7

Shown with the structure last: entries from further up
Kir21 block,STK33 kinase inh,smiles
1.3,0.0,Cc1ccc(-c2nc(NC(=O)CSc3nnc4scc(-c5ccccc5)n34)ns2)cc1
0.5,0.3,COc1ccc(-c2cc(C(F)F)n3ncc(C(=O)N4CCN(C(=O)c5ccco5)CC4)c3n2)cc1
-0.29,-2.2,COc1ccc(CCNC(=O)CN(Cc2ccc(Cl)cc2)S(C)(=O)=O)cc1OC
0.45,-1.5,CCN(CC)CCN1C(=O)c2ccccc2NC1c1ccc(C)cc1 (stereo not given)

Going on with the list:
SMILES	Kir21 block	STK33 kinase inh
COc1cccc(/C=C/C(=O)OCC(=O)N2CCN(S(=O)(=O)c3ccc(Cl)cc3)CC2)c1	1.5	-2.8
Cc1cc(C)c(-n2c(SCCS(=O)(=O)c3ccc(F)cc3)n[nH]c2=O)c(C)c1	-1.6	-0.3
COC(=O)C1=C(C)N(Cc2ccccc2)C(=NCCN2CCOCC2)N[C@H]1CCc1ccccc1	/	-2.5
O=C(CSc1nnc(COc2ccccc2Cl)o1)NC(=O)NC1CCCC1	1.4	-0.3
Cc1nc2ccccc2n1CC(=O)NCCN1CCOCC1	-0.61	-0.1
CCOC(=O)c1sc(N)c(C#N)c1CSc1nnc(C2CCCCC2)n1N	-0.52	-1.5
COc1ccccc1NC(=O)c1ccc(S(=O)(=O)N2CCC(C)CC2)cc1	-1.7	-1.1
COc1cc(OC)cc(C(=O)NNC(=O)c2ccccc2Br)c1	0.38	/
O=C(C(Sc1ccccc1)c1ccccc1)N1CCN(c2ccccc2F)CC1 (stereo not given)	2	-2.3
Cc1nn(-c2ccccc2)c(C)c1C(=O)OCC(=O)N(C)c1ccccc1	/	0.2
COC/C=C/C1=CC2=CC(=O)C(C)(OC(=O)c3cnc4ccccc4n3)C(=O)C2=CN1Cc1ccco1 (stereo not given)	1.5	-0.6
Cc1ccc2c(CN3CCN(S(=O)(=O)c4ccccc4C(F)(F)F)CC3)cc(=O)oc2c1C	/	-0.8

Taken from the results shown (5 entries):
SMILES	Kir21 block	STK33 kinase inh
Cc1cc(C)c(-n2c(SCCS(=O)(=O)c3ccc(F)cc3)n[nH]c2=O)c(C)c1	-1.6	-0.3
COC(=O)C1=C(C)N(Cc2ccccc2)C(=NCCN2CCOCC2)N[C@H]1CCc1ccccc1	/	-2.5
O=C(CSc1nnc(COc2ccccc2Cl)o1)NC(=O)NC1CCCC1	1.4	-0.3
Cc1nc2ccccc2n1CC(=O)NCCN1CCOCC1	-0.61	-0.1
CCOC(=O)c1sc(N)c(C#N)c1CSc1nnc(C2CCCCC2)n1N	-0.52	-1.5

Next part.
SMILES	Kir21 block	STK33 kinase inh
O=C(NC1CC1)C1CC(=O)N(c2cccc(Cl)c2)C1 (stereo not given)	1.2	7.4
Cc1cc(C)c(C#N)c(OCc2ccc(Cl)nc2)n1	-0.39	-1.7
Cc1cccc(NC(=O)CSc2nnc(-c3cc(C)[nH]n3)n2N)c1	1.2	-2.8
O=C(Nc1ccn(Cc2ccccc2F)n1)c1ccc(COc2cc(Cl)ccc2Cl)o1	-0.52	0.7
CCCCNCc1cc(Br)c(OCC(=O)NCc2ccccc2)c(OC)c1	-3.6	-3.2
N#Cc1c(-c2ccccc2)cc(-c2ccccc2)nc1Br	1.7	-0.7
COC(=O)c1ccc(COc2cc([N+](=O)[O-])cc3cccnc23)cc1	-1	-0.3
COc1ccc(CN2C(=NC(=O)C3CC3)SC3CS(=O)(=O)CC32)cc1OC (stereo not given)	-1.2	4.0
COC(=O)c1ccc(COC(=O)CCc2nc(-c3ccccc3)c(-c3ccccc3)o2)cc1	0.22	-0.8
CCOc1ccc(NC(=S)/C(=C(\[O-])c2ccc(C)c([N+](=O)[O-])c2)[n+]2ccccc2)cc1	0.98	0.2
O=C1NC(=O)/C(=C/c2ccc(N3CCOCC3)o2)N1	0.96	0.2
Cc1onc(-c2ccccc2)c1C(=O)OCC(=O)Nc1cccc(Cl)c1	/	-1.1

One compound at a time, from the list above:
`O=C(NC1CC1)C1CC(=O)N(c2cccc(Cl)c2)C1` (stereo not given) is entered as Kir21 block: 1.2; STK33 kinase inh: 7.4
`O=C1NC(=O)/C(=C/c2ccc(N3CCOCC3)o2)N1` is entered as Kir21 block: 0.96; STK33 kinase inh: 0.2
`COC(=O)c1ccc(COc2cc([N+](=O)[O-])cc3cccnc23)cc1` is entered as Kir21 block: -1; STK33 kinase inh: -0.3

A different layout for 2 compounds above:
Cc1cccc(NC(=O)CSc2nnc(-c3cc(C)[nH]n3)n2N)c1
  Kir21 block = 1.2 | STK33 kinase inh = -2.8
COC(=O)c1ccc(COc2cc([N+](=O)[O-])cc3cccnc23)cc1
  Kir21 block = -1 | STK33 kinase inh = -0.3

(more compounds)
SMILES	Kir21 block	STK33 kinase inh
Cc1ccc(N2CCN(S(=O)(=O)c3c(C)noc3C)CC2C)cc1 (stereo not given)	0.54	0.5
CCCCc1cc(=O)oc2cc(O)cc(O)c12	-2	1.7
COC(=O)CCCC1=CC2=CC(=O)C(C)(OC(=O)CCc3ccccc3)C(=O)C2=CO1 (stereo not given)	-1.6	-0.6
Cc1c(Cc2ccccc2)sc(NC(=O)Cc2ccccc2)c1C(N)=O	1.5	-3.2
CCCc1cc(=O)[nH]c(SCCOC(=O)c2ccccc2)n1	-1	-0.3
Cc1cc(NC(=O)C2C3C(=O)N(Cc4ccc(Cl)cc4)C(C(=O)NC4CCCCC4)C34C=CC2(C)O4)no1 (stereo not given)	-2.8	-1.7
Cc1ccc(C(=O)Nc2sc(Cc3ccc4c(c3)OCO4)c(C)c2C(N)=O)cc1	0.05	0.0
O=C1/C(=C/c2ccco2)CCc2ccccc21	-1.2	1.2
CCc1nnc(NS(=O)(=O)c2ccc(NCc3cc(Br)ccc3O)cc2)s1	2.3	-1.1
COc1cc2c(-c3ccc(O)cc3)nc3c(c(C)nn3-c3ccccc3)c2cc1OC	/	0.1
Cc1cccc(CC2CC(=O)N(c3ccc(C)cc3Br)C2=O)c1 (stereo not given)	0.09	-0.1
C=CCc1cccc2cc(C(=O)NC(C)(C)C)c(=O)oc12	1.1	-0.4
Cc1ccc(N(CC(=O)N2CCOCC2)S(C)(=O)=O)cc1	3.1	0.6
